S100A4 inh HTS: inhibitors of human S100A4 binding to myosin IIA peptide; P26447; hit rate 0.14% among 360,000; AID 652163; S100A4/TAMRA-MyoIIA peptide fluorescence polarization; inhibition, % at 10.7 µM;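 active means mean inhibition of at least 70% across replicates, with every replicate also reaching that level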
Target sequence (P26447 whole entry, looked up): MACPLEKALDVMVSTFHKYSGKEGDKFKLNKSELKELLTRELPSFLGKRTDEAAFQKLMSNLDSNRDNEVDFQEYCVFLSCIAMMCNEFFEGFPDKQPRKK
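Material: S100A4 monomer protein / Buffer or medium: 50 mM HEPES pH 7.2, 10 mM CaCl2, 100 mM KCl / Times: 5 min incubation before reading / Benchmarks: neutral control DMSO, positive control TFP / Reagent: labelled myosin peptide probe, 5 nM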
esBAF inh: inhibitors of esBAF chromatin remodeling in mouse ES cells; Bmi1-luciferase knock-in reporter, 24 h; 100% = twice the neutral-well signal; reporter increase, % at 12.5 µM; hit rate 2% among 350,000; in the data active means activation above about 40%;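 further: 0% = median of the plate's neutral control wells and 100% = double that signal; a rise in the Bmi1 reporter signal indicates esBAF inhibition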
RAD54 branch: inhibitors of human RAD54 branch migration. RAD54 Holliday junction branch migration, FAM/BHQ fluorescence. inhibition, % at 10.4 µM. hit rate 0.14% among 360,000;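 active means mean normalized replicate activity at least 40 and at least half of replicates scoring 40 or more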;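 further: 0% = median of neutral control wells and 100% = median of positive control wells; inhibitors cause a drop in the FAM fluorescence signal; in these data hits start at about 50%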
Target sequence (Q92698 whole entry, looked up): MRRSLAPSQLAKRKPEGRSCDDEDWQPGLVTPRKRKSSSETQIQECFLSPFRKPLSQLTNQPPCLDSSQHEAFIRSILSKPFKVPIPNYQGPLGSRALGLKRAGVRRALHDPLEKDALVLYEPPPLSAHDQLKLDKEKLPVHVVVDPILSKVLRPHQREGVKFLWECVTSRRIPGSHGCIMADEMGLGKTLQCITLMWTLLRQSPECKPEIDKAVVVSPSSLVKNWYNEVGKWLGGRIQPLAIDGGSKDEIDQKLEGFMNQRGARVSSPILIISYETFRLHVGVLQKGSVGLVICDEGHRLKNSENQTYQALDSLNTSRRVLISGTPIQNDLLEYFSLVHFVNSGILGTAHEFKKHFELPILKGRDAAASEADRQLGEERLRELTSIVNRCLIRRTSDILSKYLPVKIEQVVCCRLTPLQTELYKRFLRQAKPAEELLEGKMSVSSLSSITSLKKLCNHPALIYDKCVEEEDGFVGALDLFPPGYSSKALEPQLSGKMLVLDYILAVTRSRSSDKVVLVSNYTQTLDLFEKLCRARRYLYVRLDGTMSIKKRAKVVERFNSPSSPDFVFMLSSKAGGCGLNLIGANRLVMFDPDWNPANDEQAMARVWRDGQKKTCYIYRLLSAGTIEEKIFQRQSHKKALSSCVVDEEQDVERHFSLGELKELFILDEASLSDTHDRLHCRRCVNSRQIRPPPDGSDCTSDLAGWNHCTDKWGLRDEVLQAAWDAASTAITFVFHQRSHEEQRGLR
E-sel inducer: E-selectin induction on HUVECs; P16581; HUVEC E-selectin immunofluorescence imaging; normalized: neutral wells 0, TNF-alpha wells 100; activation, % at 7.58 µM; hit rate 0.37% among 260,000;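 active means mean E-selectin-positive cell signal at least 10% of the positive control, reached in at least 60% of replicates, without over 20% cell loss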;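 further: in these data hits start at about 27%; measured in HUVEC primary endothelial cells; signal is the percent of cells scored E-selectin positive by PE staining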
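Material: HUVEC primary endothelial cells; Amount: 3,000 cells per well; Dosing: single concentration; Medium: EGM-2 growth medium on 0.1% gelatin-coated wells; Read-out basis: percent E-selectin-positive cells; Signal: immunofluorescence imaging; Control set: TNF-alpha, DMSO.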
XiGFP reactiv: X-chromosome reactivation activator; hit rate 0.055% among 360,000; activation, % at 7.58 µM; XiGFP mouse fibroblasts, % GFP-positive cells imaging, 3 d; cells co-treated with 5-aza-dC sensitizer; scaled so ellipticine positive control = 100%;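 active means mean normalized replicate activation at least 10% and every replicate at or above 10%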;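 further: 0% = median of on-plate neutral control wells and 100% = ellipticine 6 µM median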
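Material: SV40-immortalized XiGFP fibroblast cells, line 68-5-11 | Buffer or medium: DMEM containing 5-aza-dC | Dosing: One concentration, pinned | Times: 3 d treatment, 15 min room-temperature fixation | Controls: Ellipticine 6 µM positive control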
ERp5 inh: ERp5 (human) disulfide isomerase inhibition | ERp5 insulin aggregation, absorbance 650 nm, 90 min | inhibition, % at 9.99 µM | hit rate 0.05% among 350,000 | AID 651711;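 active means mean replicate inhibition above about 25%, with every replicate also reaching it, limit read from the data, passing the limit was not always enough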
RAD52 inh: RAD52 (human) annealing inhibition; AID 651710; P43351; recombinant RAD52 DNA annealing, FRET fluorescence; hit rate 0.46% among 360,000; inhibition, % at 18.7 µM;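 active means every replicate showing at least 50% inhibition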
ERAP1 HTS inh: ERAP1 (human) enzyme inhibition; inhibition, % at 10.7 µM; hit rate 0.15% among 340,000; recombinant ERAP1, Leu-AMC fluorescence, 60 min; AID 652197; Q9NZ08;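 active means mean replicate inhibition of at least 30%, or all replicates individually reaching that 30% level; inactive means mean below 30% and not every replicate reaching it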;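 further: 0% = neutral control wells and 100% = L-leucinethiol positive control wells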
An asterisk follows results filed as active.

Results for COc1ccc(S(=O)(=O)Nc2ccc3c(c2)C(=O)N([C@H](C)CO)C[C@H](C)[C@H](CN(C)Cc2ccc4c(c2)OCO4)OCCCC[C@H](C)O3)cc1 ?
S100A4 inh HTS: -63; esBAF inh: -4; RAD54 branch: 6; E-sel inducer: -0.2; XiGFP reactiv: 0.0; ERp5 inh: -1; RAD52 inh: 29; ERAP1 HTS inh: -4

Results for CC(=O)NC(c1cccc([N+](=O)[O-])c1)c1c(OC(C)=O)ccc2ccccc12 (configuration not stated) ?
S100A4 inh HTS: 0; esBAF inh: -2; RAD54 branch: -1; ERp5 inh: -11; RAD52 inh: -12; ERAP1 HTS inh: -2

How did Cc1cc(Cl)ccc1NC(=O)CCC(=O)N/N=C/c1cccnc1 do in these assays?
S100A4 inh HTS: 0; esBAF inh: 1; RAD54 branch: 4; E-sel inducer: 0.1; XiGFP reactiv: -0.1; ERp5 inh: -9; RAD52 inh: -1; ERAP1 HTS inh: -1

What do the screens show for `Cc1cc(C)n(-c2nc3ccccc3nc2N2CCN(C(=O)c3ccc(Cl)cc3)CC2)n1`?
S100A4 inh HTS: -4; esBAF inh: -2; RAD54 branch: -8; ERp5 inh: 8; RAD52 inh: 9; ERAP1 HTS inh: 4

How did Fc1cccc(/C=N/Nc2ncnc3nc[nH]c23)c1 do in these assays?
S100A4 inh HTS: -6; esBAF inh: -22; RAD54 branch: 14; E-sel inducer: 0.1; XiGFP reactiv: -0.1; ERp5 inh: 4; RAD52 inh: 12; ERAP1 HTS inh: 0

How did Cc1ccc(S(=O)(=O)CCC(=O)Nc2ccccc2Br)cc1 do in these assays?
S100A4 inh HTS: 0; esBAF inh: -4; RAD54 branch: -3; XiGFP reactiv: 0.0; ERp5 inh: 3; RAD52 inh: 14; ERAP1 HTS inh: 2

Results for COCC(=O)N/N=C/c1c(C)[nH]n(-c2ccccc2)c1=O ?
S100A4 inh HTS: -4; XiGFP reactiv: 0.0; ERp5 inh: 1; RAD52 inh: -18; ERAP1 HTS inh: -2

How did Cc1c(C(=O)N2CCN(c3cccc(Cl)c3)CC2)cccc1[N+](=O)[O-] do in these assays?
S100A4 inh HTS: 4; esBAF inh: -1; RAD54 branch: -4; XiGFP reactiv: 0.0; ERp5 inh: 3; RAD52 inh: -8; ERAP1 HTS inh: 2

What do the screens show for `S=c1[nH]ccn1-c1c(Cl)cccc1Cl`?
S100A4 inh HTS: 0; esBAF inh: -8; RAD54 branch: -11; E-sel inducer: 0.2; XiGFP reactiv: 0.1; ERp5 inh: -2; RAD52 inh: 2; ERAP1 HTS inh: 1

How did S=c1[nH]ncn1NCc1ccc(Cl)cc1Cl do in these assays?
S100A4 inh HTS: 2; esBAF inh: -4; XiGFP reactiv: 0.7; ERp5 inh: 0; RAD52 inh: -8; ERAP1 HTS inh: 2

Results for CO[C@@H](CN(C)C(=O)c1ccc2c(c1)OCO2)[C@H](C)CN([C@@H](C)CO)S(=O)(=O)c1ccc(F)cc1 ?
S100A4 inh HTS: -7; esBAF inh: 2; RAD54 branch: 4; E-sel inducer: -0.2; XiGFP reactiv: 0.0; ERp5 inh: 0; RAD52 inh: 1; ERAP1 HTS inh: 1

How did O=C(CNc1cccc2ccccc12)N/N=C/C=C/c1ccco1 do in these assays?
S100A4 inh HTS: -3; XiGFP reactiv: 0.0; ERp5 inh: -5; RAD52 inh: -6; ERAP1 HTS inh: -1

What do the screens show for `O=C(Nc1ccc(Br)cn1)c1ccc([N+](=O)[O-])cc1Cl`?
S100A4 inh HTS: -1; XiGFP reactiv: 0.1; ERp5 inh: 6; RAD52 inh: -8; ERAP1 HTS inh: -2

Results for COC(=O)c1cc([N+](=O)[O-])c(-n2cncn2)c([N+](=O)[O-])c1 ?
S100A4 inh HTS: 0; E-sel inducer: 0.3; XiGFP reactiv: -0.1; ERp5 inh: 0; RAD52 inh: -12; ERAP1 HTS inh: -2

What do the screens show for `COCC1CCN(C(=O)c2cc(COc3ccc(F)cc3Cl)on2)C1` (configuration not stated)?
S100A4 inh HTS: -3; E-sel inducer: 0.0; XiGFP reactiv: -0.1; ERp5 inh: -3; RAD52 inh: -10; ERAP1 HTS inh: 1

What do the screens show for `COC(=O)COc1ccc(S(=O)(=O)NCc2cccnc2)cc1C`?
S100A4 inh HTS: 1; esBAF inh: -10; RAD54 branch: -12; ERp5 inh: 3; RAD52 inh: -4; ERAP1 HTS inh: 3

Results for Cc1cccc(C)c1NC(=O)COC(=O)CCc1ccc(S(=O)(=O)N2CCCCC2)cc1 ?
S100A4 inh HTS: -4; E-sel inducer: -1.4; XiGFP reactiv: 0.0; ERp5 inh: 4; RAD52 inh: -1; ERAP1 HTS inh: -2

Results for NC(Cc1ccc(F)cc1)c1csc(Nc2cc(Oc3ccccc3)ncn2)n1 (configuration not stated) ?
S100A4 inh HTS: 0; esBAF inh: 3; RAD54 branch: 2; E-sel inducer: -0.3; XiGFP reactiv: 0.2; ERp5 inh: 6; RAD52 inh: -72; ERAP1 HTS inh: 4

What do the screens show for `O=C(C[C@@H]1C[C@@H]2c3cc(NC(=O)NC4CCCC4)ccc3O[C@@H]2[C@H](CO)O1)NCc1cccnc1`?
S100A4 inh HTS: 17; E-sel inducer: 0.1; XiGFP reactiv: 0.0; ERp5 inh: -2; RAD52 inh: 0; ERAP1 HTS inh: 2

Results for CCNS(=O)(=O)c1ccc(CCC(=O)N2CCN(c3ccccc3F)CC2)cc1 ?
S100A4 inh HTS: -1; esBAF inh: 2; RAD54 branch: -2; E-sel inducer: -0.1; XiGFP reactiv: 0.1; ERp5 inh: 2; RAD52 inh: -4; ERAP1 HTS inh: -1

Results for COc1ccc([C@H]2N[C@]3(CCCN(Cc4ccc(C)cc4)C3=O)[C@H]3C(=O)N(Cc4ccccc4)C(=O)[C@@H]23)cc1 ?
S100A4 inh HTS: 1; esBAF inh: -1; RAD54 branch: -2; XiGFP reactiv: 0.1; ERp5 inh: -2; RAD52 inh: 4; ERAP1 HTS inh: 1

Results for C[C@H](CO)N1C[C@H](C)[C@H](CN(C)C)Oc2cc(Br)ccc2S1(=O)=O ?
S100A4 inh HTS: 6; esBAF inh: -5; RAD54 branch: 0; E-sel inducer: -0.7; XiGFP reactiv: 0.4; ERp5 inh: -6; RAD52 inh: -4; ERAP1 HTS inh: 1

Results for CCCC#Cc1cnc2c(c1)C(=O)N([C@H](C)CO)C[C@@H](C)[C@H](CN(C)C(=O)Nc1ccc(OC)cc1)O2 ?
S100A4 inh HTS: 2; esBAF inh: 8; RAD54 branch: 24; E-sel inducer: -0.6; XiGFP reactiv: 0.4; ERp5 inh: 4; RAD52 inh: 19; ERAP1 HTS inh: 1

What do the screens show for `COc1ccccc1CNC(=O)CCCN1C(=O)NC2(CCCC2)C1=O`?
S100A4 inh HTS: -10; esBAF inh: -3; RAD54 branch: 3; E-sel inducer: -0.1; XiGFP reactiv: -0.1; ERp5 inh: -2; RAD52 inh: -4; ERAP1 HTS inh: -1

Results for CC(C)NC(=O)N(C)C[C@H]1OCCCC[C@H](C)Oc2ccc(NC(=O)Nc3ccc4c(c3)OCO4)cc2C(=O)N([C@@H](C)CO)C[C@H]1C ?
S100A4 inh HTS: -3; esBAF inh: 0; RAD54 branch: 2; E-sel inducer: 0.0; XiGFP reactiv: -0.7; ERp5 inh: 5; RAD52 inh: 8; ERAP1 HTS inh: 1

What do the screens show for `C/C(N)=C(/C#N)C(=O)CSc1nnc(SCc2ccc(Cl)cc2)s1`?
S100A4 inh HTS: 3; RAD54 branch: 2; E-sel inducer: -0.3; XiGFP reactiv: 0.3; ERp5 inh: 1; RAD52 inh: -19; ERAP1 HTS inh: -1

What do the screens show for `Cc1cccc([N+](=O)[O-])c1NC(=O)CSc1nnc2ccccn12`?
S100A4 inh HTS: 3; esBAF inh: -7; RAD54 branch: -9; XiGFP reactiv: 0.0; ERp5 inh: 25; RAD52 inh: -14; ERAP1 HTS inh: -2

What do the screens show for `CN(C)S(=O)(=O)c1cccc(NC(=S)NCc2ccc3c(c2)OCO3)c1`?
S100A4 inh HTS: 2; E-sel inducer: 5.1; XiGFP reactiv: 0.5; ERp5 inh: 3; RAD52 inh: -18; ERAP1 HTS inh: -1

How did O=C(C[C@@H]1C[C@H]2c3cc(NC(=O)CC4CC4)ccc3O[C@H]2[C@H](CO)O1)NCCc1ccccc1 do in these assays?
S100A4 inh HTS: 8; esBAF inh: 3; RAD54 branch: -11; E-sel inducer: 1.2; XiGFP reactiv: 0.3; ERp5 inh: 0; RAD52 inh: 1; ERAP1 HTS inh: 0

How did COc1ncnc2c1ncn2CCCNCCCN1CCCC1=O do in these assays?
S100A4 inh HTS: 0; esBAF inh: -3; RAD54 branch: 0; E-sel inducer: -0.6; XiGFP reactiv: -0.1; ERp5 inh: 1; RAD52 inh: -12; ERAP1 HTS inh: 1

What do the screens show for `COCCCN1C(=O)c2ccc(C(=O)OCC(=O)NCCc3ccccc3)cc2C1=O`?
S100A4 inh HTS: 3; esBAF inh: 2; RAD54 branch: 1; E-sel inducer: 0.1; XiGFP reactiv: 0.0; ERp5 inh: 4; RAD52 inh: -3; ERAP1 HTS inh: -2

What do the screens show for `C[C@@H]1CN([C@H](C)CO)C(=O)Cc2cc(NC(=O)Nc3ccc4c(c3)OCO4)ccc2O[C@@H]1CN(C)S(=O)(=O)c1cccs1`?
esBAF inh: 5; RAD54 branch: 0; E-sel inducer: 18; XiGFP reactiv: 0.0

What do the screens show for `COc1ccc(NS(=O)(=O)c2ccc(Oc3cccc(C(=O)O)c3)cc2)cc1`?
S100A4 inh HTS: 4; XiGFP reactiv: 0.3; ERp5 inh: 2; RAD52 inh: -2; ERAP1 HTS inh: 0

What do the screens show for `COc1ccccc1N1CCN(S(=O)(=O)CCNC(=O)c2ccc(OC(C)C)cc2)CC1`?
S100A4 inh HTS: -1; esBAF inh: 1; RAD54 branch: 8; XiGFP reactiv: 0.0; ERp5 inh: -4; RAD52 inh: -14; ERAP1 HTS inh: 3

What do the screens show for `CC(=O)Oc1ccc2occ(-c3ccccc3)c2c1`?
S100A4 inh HTS: -3; esBAF inh: 47*; RAD54 branch: -5; XiGFP reactiv: 0.1; ERp5 inh: -2; RAD52 inh: -19; ERAP1 HTS inh: -7

How did CC1=NN(C)C(=O)C1Cc1c(F)cccc1Cl (configuration not stated) do in these assays?
S100A4 inh HTS: -8; E-sel inducer: 5.6; XiGFP reactiv: 0.0; ERp5 inh: 1; RAD52 inh: -15; ERAP1 HTS inh: 3

How did COC(=O)[C@H]1[C@H](CO)[C@H]2Cn3c(ccc(-c4cccc(F)c4)c3=O)[C@H]2N1Cc1ccccn1 do in these assays?
S100A4 inh HTS: -8; esBAF inh: -1; RAD54 branch: 0; E-sel inducer: 0.6; XiGFP reactiv: 0.2; ERp5 inh: 7; RAD52 inh: -35; ERAP1 HTS inh: -1

Some of these compounds in order of formula weight, ascending:
What do the screens show for `CC(=O)Oc1ccc2occ(-c3ccccc3)c2c1`?
S100A4 inh HTS: -3; esBAF inh: 47*; RAD54 branch: -5; XiGFP reactiv: 0.1; ERp5 inh: -2; RAD52 inh: -19; ERAP1 HTS inh: -7

How did CC1=NN(C)C(=O)C1Cc1c(F)cccc1Cl (configuration not stated) do in these assays?
S100A4 inh HTS: -8; E-sel inducer: 5.6; XiGFP reactiv: 0.0; ERp5 inh: 1; RAD52 inh: -15; ERAP1 HTS inh: 3

How did COC(=O)[C@H]1[C@H](CO)[C@H]2Cn3c(ccc(-c4cccc(F)c4)c3=O)[C@H]2N1Cc1ccccn1 do in these assays?
S100A4 inh HTS: -8; esBAF inh: -1; RAD54 branch: 0; E-sel inducer: 0.6; XiGFP reactiv: 0.2; ERp5 inh: 7; RAD52 inh: -35; ERAP1 HTS inh: -1
